Source: PubChem BioAssay (National Center for Advancing Translational Sciences (NCATS))
BAZ2B block = qHTS Assay for Inhibitors of BAZ2B; Bromodomain adjacent to zinc finger domain protein 2B (Homo sapiens), Q9UIF8; AlphaScreen BAZ2B-H3K14Ac peptide displacement; Potency, µM (top dose mostly 114 µM), inactives show at the top dose activity change, negative = inhibition, hits mostly inhibitors; 360,000 tested, 4.4% active; note: potency is the fitted concentration of half-maximal effect; % is set by controls: 0 for no effect and ±100 for the full control effect; nearly all actives have a fitted effect of over 60% in size
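Multi-concentration screen (max 110 uM) measuring displacement of acetylated histone H3 peptide from BAZ2B by AlphaScreen, using 50 nM protein, 50 nM peptide and 10 ug/mL streptavidin donor plus Ni-chelate acceptor beads.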
HP1b chromo inh = HTS for Inhibitors of HP1-beta Chromodomain Interactions with Methylated Histone Tails | Chromobox protein homolog 1 (Homo sapiens), P83916 | 390,000 tested, 0.56% active | AlphaScreen HP1-beta / biotin-H3K9me3 peptide binding | Potency, µM (titrated, usually from 114 µM), for inactives: at the highest dose activity change, negative = inhibition, actives largely listed as inhibitors | AID 540317, 2011; note: potency is the fitted concentration of half-maximal effect; nearly all actives have a fitted effect of over 70% in size; inactives centre near 23
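HP1-beta protein (50 nM final) preincubated 30 min at room temperature with biotinylated H3(1-18)K9me3 peptide (50 nM) in PBS pH 7.4, 0.01% Tween-20, then compound added for 30 min. AlphaScreen streptavidin donor/nickel chelate acceptor beads (10 ug/mL final), 30 min dark, luminescence read.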
G9a block = qHTS Assay for Inhibitors of Histone Lysine Methyltransferase G9a. 350,000 tested, 8.8% active. Potency, µM (doses to about 102 µM), without a hit: at the top dose activity, negative = inhibition, most hits filed as inhibitors. Histone-lysine N-methyltransferase EHMT2 (Homo sapiens), Q96KQ7. G9a H3K9 monomethylation, AlphaScreen, 2 h. AID 504332, 2011; note: potency is the fitted concentration of half-maximal effect; % is set by controls: 0 for no effect and ±100 for the full control effect; nearly all actives have a fitted effect of over 75% in size
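G9a (20 nM) was preincubated 15 min with compound, then reacted 2 h at room temperature with 500 nM biotin-H3K9 peptide and 20 µM SAM. Monomethyl-H3K9 detected by AlphaScreen using anti-H3K9me1 antibody.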
ERG-DNA inh = qHTS for Small Molecule Inhibitors of the ERG Ets/DNA interaction. Transcriptional regulator ERG (Homo sapiens), P11308. fluorescence polarization, His-ERG Ets domain / labelled DNA. Potency, µM (doses to about 76.9 µM), without a hit: at the top dose FP activity, negative = inhibition, usual class: inhibitors. 370,000 tested, 0.028% active. AID 624246, 2012; active = well fitted inhibition curve with a large enough effect in the polarisation, with a control signal flat; inconclusive = small, poorly fitted or top-dose-only effect, or effect the other way, or a change in a side signal; inactive = no such curve, though single readings can be large or run the other way; the % refers to the polarisation;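 note: polarization taken with two DNA probes labelled with fluorescein and Texas red; potency is the fitted concentration of half-maximal effect; % of control where 0% means no effect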
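His-tagged ERG Ets domain (1 uM in the protein solution; 300mM KCl, 50mM Tris-HCl, 1mM EDTA, 1mM DTT, pH 7.5) received compound, then a probe mix of 5 nM fluorescein-DNA and 100nM Texas-615-DNA. Fluorescence polarization was read for both dyes.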
PGK inhibitor = qHTS Assay to Find Inhibitors of Phosphoglycerate Kinase | Phosphoglycerate kinase, glycosomal (Trypanosoma brucei brucei), P07378 | Potency, µM (series often up to 57.5 µM), for the others: top-dose activity change, negative = inhibition, usual class: inhibitors | PGK/GAPDH coupled, Kinase-Glo luminescence, 60 min | 380,000 tested, 0.043% active; note: potency is the fitted concentration of half-maximal effect; % is set by controls: 0 for no effect and ±100 for the full control effect; nearly all actives have a fitted effect of over 60% in size
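Luminescent ATP detection (Kinase-Glo Plus) follows a 60-minute room-temperature incubation, with wells lacking PGK as controls. Buffer: 100 mM TEA (pH 7.6), 5 mM MgCl2, 0.01% Tween-20. Coupling enzyme GAPDH (100 nM final) supplies unstable 1,3-BPG in-well.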
JMJD2A Tudor inh = qHTS Assay for Inhibitors of JMJD2A-Tudor Domain; AlphaScreen JMJD2A-Tudor / H3K4me3 peptide binding; 390,000 tested, 4.4% active; Lysine-specific demethylase 4A (Homo sapiens), O75164; AID 504339, 2011; Potency, µM (doses to about 114 µM), for inactives: at the highest dose activity change, negative = inhibition, actives largely listed as inhibitors; note: potency is the fitted concentration of half-maximal effect; % is set by controls: 0 for no effect and ±100 for the full control effect; nearly all actives have a fitted effect of over 50% in size
Target sequence (O75164 whole entry, looked up, the tested form may be a part): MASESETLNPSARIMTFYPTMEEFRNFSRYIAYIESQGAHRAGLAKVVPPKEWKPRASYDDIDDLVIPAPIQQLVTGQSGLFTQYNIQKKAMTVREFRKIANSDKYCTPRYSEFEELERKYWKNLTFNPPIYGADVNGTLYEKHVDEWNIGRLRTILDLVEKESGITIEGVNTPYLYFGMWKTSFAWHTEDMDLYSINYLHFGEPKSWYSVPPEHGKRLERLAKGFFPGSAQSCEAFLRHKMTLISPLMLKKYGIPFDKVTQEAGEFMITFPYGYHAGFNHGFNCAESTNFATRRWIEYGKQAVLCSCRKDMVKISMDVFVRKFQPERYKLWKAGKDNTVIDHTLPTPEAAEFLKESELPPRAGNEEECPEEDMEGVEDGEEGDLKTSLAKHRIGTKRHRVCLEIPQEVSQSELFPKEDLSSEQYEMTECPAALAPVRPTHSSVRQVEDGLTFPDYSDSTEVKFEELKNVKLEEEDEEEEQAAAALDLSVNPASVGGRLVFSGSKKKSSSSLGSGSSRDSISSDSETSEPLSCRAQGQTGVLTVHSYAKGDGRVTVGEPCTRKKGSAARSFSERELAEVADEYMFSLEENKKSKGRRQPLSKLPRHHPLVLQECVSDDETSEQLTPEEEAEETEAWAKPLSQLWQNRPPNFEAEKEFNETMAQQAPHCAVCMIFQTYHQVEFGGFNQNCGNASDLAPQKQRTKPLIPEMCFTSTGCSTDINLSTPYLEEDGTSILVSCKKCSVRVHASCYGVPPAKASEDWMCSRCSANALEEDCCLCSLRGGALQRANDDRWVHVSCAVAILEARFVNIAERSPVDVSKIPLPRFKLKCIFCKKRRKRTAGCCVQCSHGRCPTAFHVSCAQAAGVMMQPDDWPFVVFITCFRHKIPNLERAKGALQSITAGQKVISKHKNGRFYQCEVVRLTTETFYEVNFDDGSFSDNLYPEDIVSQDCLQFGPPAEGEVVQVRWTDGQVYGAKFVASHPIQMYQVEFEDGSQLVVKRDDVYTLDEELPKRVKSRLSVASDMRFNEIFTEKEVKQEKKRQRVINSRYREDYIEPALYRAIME
GLS inh = qHTS for Inhibitors of Glutaminase (GLS) | Glutaminase kidney isoform, mitochondrial (Homo sapiens), O94925 | GLS enzymatic activity, qHTS titration | Potency, µM (top dose mostly 45.5 µM), without a hit: top-dose activity change, negative = inhibition, most hits filed as inhibitors | 410,000 tested, 0.21% active | AID 624170, 2012; note: potency is the fitted concentration of half-maximal effect; % is set by controls: 0 for no effect and ±100 for the full control effect
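Two-point fluorescence kinetic (t0, 30 min RT) for hKGA; glutamate detected via glutamate oxidase–HRP–Amplex Red. Substrate: 1 mM L-glutamine solution; buffer 45 mM KH2PO4, pH 8.2.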
Pin1 inh = qHTS Assay to Find Inhibitors of Pin1; Potency, µM (highest dose often 115 µM), inactives show top-dose activity, negative = inhibition, most hits filed as inhibitors; Pin1 FP peptide displacement, HiFluor488, 10 min; 390,000 tested, 0.009% active; AID 504891, 2011; Peptidyl-prolyl cis-trans isomerase NIMA-interacting 1 (Homo sapiens), Q13526; active = well fitted inhibition curve with a large enough effect in the polarisation, with a control signal flat, not every such curve was filed as active; inconclusive = small, poorly fitted or top-dose-only effect, or effect the other way, or a change in a side signal; inactive = no such curve, though single readings can be large or run the other way; the % refers to the polarisation; note: potency is the fitted concentration of half-maximal effect; % is set by controls: 0 for no effect and ±100 for the full control effect
PI4K2A block = qHTS for small molecular inhibitors of PI4K2A; Phosphatidylinositol 4-kinase type 2-alpha (Homo sapiens), Q9BTU6; purified PI4K2A, ADP-Glo luminescence, 1 h; active compounds read low; activity change, negative = inhibition, % at 76.9 µM; 420,000 tested, 0.13% active; in the data active = activity change below about -50%; inconclusive = mostly about -30% to -49%;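 note: -100% = wells without enzyme as full effect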
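Compounds are screened against recombinant PI4K2A using PI as substrate and ATP, the latter dispensed at 300 microM. Reactions run one hour at ambient temperature before ADP-Glo detection; full inhibition defined by wells lacking enzyme.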
An asterisk follows results filed as active; i = inactive; ? = inconclusive; . = not tested or not shown; [ ] = another dose, or the depositor's remark. Unless noted, calls come from the whole dose curve; as a rule, active = well fitted curve in the direction sought with a large enough effect; inconclusive = small, poorly fitted or top-dose-only effect, or another doubt; inactive = no such curve, though single readings can be large; an effect the other way counts as inactive or inconclusive.

SMILES	BAZ2B block	HP1b chromo inh	G9a block	ERG-DNA inh	PGK inhibitor	JMJD2A Tudor inh	GLS inh	Pin1 inh	PI4K2A block
COc1ccc(-c2noc(CN3CCCCC3c3nccn3C)n2)cc1 (stereo unspecified)	?	49%[activator]	19%[12.7 µM]	-14%	-10%	-3%[11.4 µM]	-1%	-5%	-3
CC(C)(C)OC(=O)N1CCC(c2cc(=O)n3[nH]cc(C(=O)NC4CCCC4)c3n2)CC1	-1%	41%[activator]	56µM*	-3%	2%	-17%	6%	1%	3
Cc1cccc(NC(=O)c2n[nH]c([N+](=O)[O-])c2Br)c1C	-25%	43%[activator]	40µM*	18%	-2%	-4%	-2%	1%	0
CN1C(=O)C2(OCCCO2)c2cc(Cl)ccc21	-10%	48%[activator]	19%	-2%	14%	3%	-3%	-7%	0
O=c1[nH]c2c(c(=O)[nH]1)CCC2	6%	32%	19%	-16%	-2%	-10%	-5%	-5%	2
O=C(Cc1cc2ccccc2o1)NCc1ccc(F)cc1	4%	84%[activator]	-10%	12%	i	0%	-1%	1%	-2
COc1ccc(CCNS(=O)(=O)c2cn(C)nc2C)cc1OC	-1%	13%	38%	2%	2%	-5%	7%	7%	0
CCN(CC)c1ccc(/C=C(\C#N)C(N)=S)cc1	13µM*	?	20µM*	26%	-8%	-10%[11.4 µM]	24%	?	-6
CCCSCCCNC(=O)c1sc2nc(C)cc(C)c2c1-n1cccc1	?	14%	-6%[59 µM]	-2%	-10%	-24%	2%	0%	-3
CC(=O)c1ccc(S(=O)(=O)Nc2cccc(S(=O)(=O)NC3=NCCC3)c2)cc1	9%	6%	13%[59 µM]	4%	4%	-10%	12%	3%	1
Cc1noc(C)c1CSc1ccccc1C(=O)N1CCN(c2ccccc2)CC1	-6%	28%	?	-1%	i	-10%	14%	2%	2
COc1cccc(NC(=S)NN=C2CCCCCC2)c1	56µM*	-34%	10µM*	-14%	10%	?	0%	-1%	-1
CCOc1ccc(NS(=O)(=O)c2ccc(C(=O)N(CC)CC(=O)NCc3cccs3)cc2)cc1	-4%	40%[activator]	28%	-3%	8%	-6%	17%	4%	-3
O=C(NNC(=O)C12CC3CC(CC(C3)C1)C2)c1ccco1	-16%	-8%	.	-3%	-1%	-9%	1%	-1%	4
CC[C@@H]1CCCCc2ccccc2[C@H](C(=O)C[C@@H](O)CC(C)=O)OC1=O	.	60%[activator]	.	20%	5%	-11%	6%	12%	-4
COc1cccc(NC(=O)CN(C)C(=O)c2cccc(NS(=O)(=O)c3ccccc3)c2)c1	11%	23%	-4%[12.7 µM]	-1%	-4%	-9%	-1%	-3%	-2
COc1ccc(C(=O)N2CCN(C)C(=O)[C@@H]2C)cc1OC1CCN(C(C)=O)CC1	-4%	24%	-10%	-3%	-6%	-16%	3%	-5%	-2
CCOc1ccc(C(=O)NCC(=O)NCCCSc2ccccc2)cc1OCC	-15%	30%	?	2%	i	-14%	-8%	0%	0
O=C(NCc1ccccc1)c1cnc2sc(N3CCCC3)nn2c1=O	-2%	?	12%[59 µM]	3%	-1%	-19%	-3%	0%	2
CCOC(=O)C1=C(COC(=O)C(C)(C)Oc2ccc(Cl)cc2)NC(=O)NC1C (stereo unspecified)	-4%	20%	17%[12.7 µM]	.	5%	-6%	-1%	4%	6
NC(=O)c1ccc(NC(=O)CNC(=O)c2sc3ccccc3c2Cl)cc1	5%	39%	-12%[12.7 µM]	-14%	-4%	-11%	-4%	58%[activator]	-4
CC(=O)NC(Cc1ccc(F)cc1)C(=O)NC1CCN(C(=O)Nc2cccc(C)c2)CC1 (stereo unspecified)	1%	-5%	25%	6%	i	-3%	-8%	-4%	3
Cc1ccccc1NC(=O)CN1C(=O)COc2ccc(S(=O)(=O)N3CCCC3)cc21	-2%	30%	-5%	-1%	-4%	0%	7%	4%	-2
COc1cc(OC)cc(C(=O)NC(C(=O)NCCN(C)C)C23CC4CC(CC(C4)C2)C3)c1 (stereo unspecified)	5%	20%	-5%	-5%	i	-2%	4%	-8%	-3
O=C(Nc1ccccc1N1CCOCC1)C1(c2ccc(Cl)cc2)CCC1	13%	80%[activator]	73%[activator]	0%	i	20%	10%	13%	2
Cc1nn2c(-c3ccc(Cl)cc3)nnc2s1	10%	6%	-7%	7%	i	-13%	?	0%	2
C=CCC(=O)NC1CCCc2c1cnn2-c1cc(F)cc(F)c1 (stereo unspecified)	-15%	32%	20%	-7%	11%	-5%	-2%	-4%	1
O=C(C1=C[C@H](c2ccc(Br)cc2)C[C@H](OCc2ccc(CO)cc2)O1)N1CCOCC1	-4%	22%	24%[59 µM]	-5%	-4%	-8%	11%	5%	-3
Cc1ccc2c(c1)NCCO2	.	10%	?	4%	5%	50µM*	25%	0%	-4
CCN(C(=O)COC(=O)/C=C/c1cccc(Br)c1)C1CCS(=O)(=O)C1 (stereo unspecified)	-12%	13%	36%	14%	-3%	-4%	0%	3%	3
CCN(CC)C(=O)N(CC)Cc1ccccc1	8%	25%	-50%	-2%	.	-10%	-6%	-2%	1
COc1ccc(C(=C(CC(=O)O)C(=O)OC(C)(C)C)c2cc(OC)c(OC)c(OC)c2)cc1OC	.	39%[activator]	.	2%	1%	-2%	0%	-7%	5
O=C1/C(=C/c2cccnc2)SC(=S)N1c1ccc(F)cc1	-25%	50%[activator]	21%[59 µM]	4%	-1%	-16%	2%	0%	-4
O=C(CN1C(=O)/C(=C/c2ccccc2F)Sc2ccccc21)NCc1cccnc1	?	9%	?	-11%	-8%	89µM*	5%	-1%	-3
CC(OC(=O)c1ccc2ncsc2c1)C(=O)Nc1ncc(Cl)cc1Cl (stereo unspecified)	0%	33%	10%[59 µM]	0%	i	8%	-2%	7%	0
CC(C)CNC(=O)C1CCN(c2ccc(S(=O)(=O)N3CCOCC3)cc2Cl)CC1	-1%	16%	1%[59 µM]	-4%	2%	-3%	13%	-2%	-10
Cc1cc2ccccc2nc1SCC(=O)N1c2ccccc2CC1C (stereo unspecified)	-2%	39%[activator]	13%	1%	-6%	12%	1%	15%	0
COc1ccc(Br)c(C(=O)N2CCN(S(=O)(=O)c3cccs3)CC2)c1	89µM*	46%[activator]	-34%	5%	7%	-2%	0%	-3%	3
Fc1ccc(NC(=S)Nc2cccnc2)c(Cl)c1	-9%	21%	19%[59 µM]	-12%	0%	-15%	-2%	-6%	1
CN(C)c1nc(NCc2ccccc2)nc(SCC(=O)Nc2ccccc2)n1	4%	15%	23%	.	4%[11.5 µM]	-8%	6%	-2%	-3
CCOc1cc2c(C#N)c(N3CCOCC3)nc(N)c2c(N)n1	3%	51%[activator]	-6%[59 µM]	-7%	-5%	-1%	7%	4%	3
COC(=O)c1c(C)oc2ccc(NS(=O)(=O)c3cc(OC)ccc3OC)cc12	5%	22%	-27%[12.7 µM]	-1%	-10%	-13%[57.1 µM]	8%	11%	-9
COc1cc(/C=C/C(=O)O)cc(S(=O)(=O)Nc2cccc(SC)c2)c1OC	-10%	35%	5%[59 µM]	1%	-1%	-13%	11%	-7%	1
Cc1n[nH]c(=O)c2c(NC(=O)CSc3cc(Cl)ccc3Cl)oc(C)c12	-30%	29%	18%[2.33 µM]	-10%	-4%	-11%	8%	4%	6
O=C(NCCCn1ccnc1)c1ccc(C(F)(F)F)cc1	3%	38%	17%	-7%	.	-11%	8%	-1%	1
CN1CCc2c(sc3nc(SCC(=O)NCc4ccco4)n(-c4ccccc4)c(=O)c23)C1	?	40%[activator]	45µM*	-5%	-10%	-14%	?	53%[activator]	-10
NC(=O)c1nc(C(=O)N2CCN(c3ccccc3)CC2)c2ccccc2n1	-7%	34%	38%[2.33 µM]	2%	8%	-10%	13%	3%	2
CCc1cc(C(=O)Nc2ccc(OC)nc2)sc1C	7%	17%	-12%[0.501 µM]	.	3%	-7%	0%	?	-1
COc1ccc(NC(=O)Nc2nc3ccccc3s2)cc1	-3%	33%	2%	-5%	-6%	-9%	-16%	-3%	0
CC(=O)c1cccc(NC(=O)C2CCCN(S(=O)(=O)c3ccc(F)cc3)C2)c1 (stereo unspecified)	13%	14%	-33%[12.7 µM]	-19%	2%	-3%	5%	3%	2
COc1cccc(CNC(=O)c2ccccc2-c2ccccc2C(=O)O)c1	2%	27%	?	-7%	-5%	-3%	20%	-1%	5

The order is random, and some 11% of all compounds hit somewhere here.
